NR3A LBD binder – binders of NR3A ligand-binding domain, primary screen, biophysical, differential scanning fluorimetry, uHTS | Glutamate receptor ionotropic, NMDA 3A (GRIN3A) ligand-binding domain | NR3A LBD differential scanning fluorimetry, Tm shift; 0% = protein alone, 100% = glycine-bound protein | Tm shift relative to glycine control, % at 25 µM | hit rate 2.5% among 340,000 | AID 1259313, 2017;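 active means melting temperature shift of at least 10% of the positive control shift, at one fixed dose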
MPTP block – mitochondrial permeability transition pore inhibitors, primary screen, biochemical, isolated mouse mitochondria, absorbance; Ca2+ swelling absorbance, 30 min; inhibition, % at 10 µM; hit rate 1.4% among 360,000; AID 602449, 2012;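 active means inhibition of 50% or more, scaled per plate between neutral and stimulator controls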;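 further: 0% = DMSO wells given calcium and 100% = 1 mM EGTA wells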
SENP8 block – human SENP8 protease inhibitors, primary screen, biochemical, fluorescence, Nedd8 protein substrate, uHTS | Sentrin-specific protease 8 (Homo sapiens), Q96LD8 | recombinant SENP8 | inhibition, % at 20 µM | hit rate 0.64% among 360,000 | AID 602440, 2012; in the data active means inhibition mostly above about 40%, no sharp cut-off; inactive means mostly below about 27%
HKDC1 inh – HKDC1 hexokinase inhibitors, primary screen, biochemical, fluorescence, uHTS | recombinant HKDC1, G6PDH/diaphorase resazurin coupled fluorescence | inhibition, % at 20 µM | hit rate 0.16% among 340,000 | AID 493160, 2011;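 active means inhibition above about 35% when tested at 20 µM, limit read from the data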;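 further: plate controls were DMSO wells with enzyme for no effect and DMSO wells lacking enzyme for full effect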
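test system = in-house recombinant HK5 (HKDC1) enzyme | amount = HKDC1 at 5 µg/mL | control set = DMSO-enzyme wells negative, buffer-substituted wells positive | compound = one dose of 20 µM, 1% DMSO | schedule = reaction time 90 min, room temperature, protected from light | technique = resorufin fluorescence at 613 nm | reagent = glucose with 1 mM ATP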
PfG6PD inh – PfG6PD enzyme inhibitors, primary screen, biochemical, fluorescence intensity, uHTS; PfGluPho enzyme, NADPH resazurin-diaphorase fluorescence; inhibition, % at 20 µM; hit rate 0.78% among 350,000; AID 504690, 2011;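 active means inhibition reaching at least a set limit at 20 µM in the primary screen, cut at about 59% in these data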;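 further: 0% = DMSO wells with substrate and 100% = DMSO wells lacking glucose-6-phosphate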
SENP7 inh – SENP7 protease inhibitors, primary screen, biochemical, luminescence, uHTS. hit rate 1.5% among 330,000. recombinant SENP7, Z-RLRGG-aminoluciferin luminescence, 40 min. Sentrin-specific protease 7 (Homo sapiens), Q9BQF6. inhibition, % at 5 µM;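 active means inhibition above about 50% at the single test dose, limit read from the data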;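 further: plate controls were DMSO with enzyme for no effect and no enzyme buffer wells for full effect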
SENP6 inh – SENP6 protease inhibitors, primary screen, biochemical, luminescence, uHTS | Recombinant SENP6 catalytic domain, aminoluciferin luminescence | inhibition, % at 10 µM | Sentrin-specific protease 6 (Homo sapiens), Q9GZR1 | hit rate 1.8% among 330,000;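 active means inhibition above about 50% at the single tested dose, limit read from the data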;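 further: plate controls were DMSO wells with enzyme for no effect and DMSO wells lacking enzyme for full effect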
Target sequence (Q9GZR1 628-1112 limits assumed): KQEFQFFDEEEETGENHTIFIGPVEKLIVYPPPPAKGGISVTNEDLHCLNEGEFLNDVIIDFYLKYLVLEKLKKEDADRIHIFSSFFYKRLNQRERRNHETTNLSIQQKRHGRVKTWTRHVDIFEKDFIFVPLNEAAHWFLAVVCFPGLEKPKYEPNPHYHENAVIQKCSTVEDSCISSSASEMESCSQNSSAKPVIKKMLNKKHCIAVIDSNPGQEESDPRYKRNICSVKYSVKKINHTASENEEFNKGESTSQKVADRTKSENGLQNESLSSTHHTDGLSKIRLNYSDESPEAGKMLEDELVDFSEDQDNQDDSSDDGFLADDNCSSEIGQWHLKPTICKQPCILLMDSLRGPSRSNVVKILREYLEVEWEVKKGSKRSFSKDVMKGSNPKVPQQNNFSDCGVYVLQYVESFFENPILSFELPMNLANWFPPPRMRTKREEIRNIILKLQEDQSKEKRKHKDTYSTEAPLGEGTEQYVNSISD
ATG4B inh – ATG4B protease inhibitors, primary screen, biochemical, fluorescence, uHTS; inhibition, % at 8.33 µM; AID 504462, 2011; ATG4B cleavage of LC3-PLA2, NBD-HPC fluorescence, 1 h; hit rate 0.51% among 340,000; in the data active means inhibition above about 40%
Target sequence (Q9Y4P1 whole entry, looked up): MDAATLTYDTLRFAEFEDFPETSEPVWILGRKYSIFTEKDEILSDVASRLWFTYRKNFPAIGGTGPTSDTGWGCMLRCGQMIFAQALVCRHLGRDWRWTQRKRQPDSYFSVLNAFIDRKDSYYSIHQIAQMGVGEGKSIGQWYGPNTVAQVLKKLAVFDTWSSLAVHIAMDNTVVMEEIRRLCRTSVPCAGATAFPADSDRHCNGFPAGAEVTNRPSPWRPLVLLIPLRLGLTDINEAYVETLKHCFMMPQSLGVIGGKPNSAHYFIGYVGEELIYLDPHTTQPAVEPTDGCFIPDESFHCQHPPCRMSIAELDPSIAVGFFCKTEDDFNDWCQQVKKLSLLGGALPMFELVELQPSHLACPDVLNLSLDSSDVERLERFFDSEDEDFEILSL
* hit, by the source's call.

COc1ccc(C(C)=O)cc1CC(=O)Nc1ccc2c(c1)CCC2 was read as NR3A LBD binder -5, MPTP block 0.0, SENP8 block 17, HKDC1 inh -6, PfG6PD inh -11, SENP7 inh 0, SENP6 inh -32 and ATG4B inh -14.
Screening CCCOC(=O)CCCCC1SCC(NC(=O)OC)C1NC(=O)OC (stereo unspecified) returned NR3A LBD binder -2, MPTP block -0.4, SENP8 block 14, HKDC1 inh -10, PfG6PD inh 15, SENP7 inh 7, SENP6 inh -6 and ATG4B inh 1.
`Cc1ccc(OCC(=O)Nc2nnc(-c3ccco3)s2)cc1` gave NR3A LBD binder 2, MPTP block -0.4, SENP8 block -259, HKDC1 inh -7, PfG6PD inh -5, SENP7 inh -9, SENP6 inh 3 and ATG4B inh 3.
O=C(NCCCN1CCOCC1)c1ccc(Sc2ccc(Br)cc2)c([N+](=O)[O-])c1 was read as NR3A LBD binder 1, MPTP block -1.8, SENP8 block 27, HKDC1 inh -2, PfG6PD inh -6, SENP7 inh 1, SENP6 inh -2 and ATG4B inh 2.
For CCCCCc1nc2c(c3c1CCCC3)CCCC2 the results were NR3A LBD binder -5, HKDC1 inh -3, PfG6PD inh -2, SENP7 inh 3, SENP6 inh 7 and ATG4B inh 24.
Screening COCCNC(=O)c1ccccc1NC(=O)Nc1ccccc1 returned NR3A LBD binder -2, MPTP block -1.5, SENP8 block -117, HKDC1 inh 13, PfG6PD inh -7, SENP7 inh 34, SENP6 inh 43 and ATG4B inh 2.
`CCOC(=O)Cn1cc([N+](=O)[O-])c(OC)n1` gave NR3A LBD binder 0, MPTP block -1.3, SENP8 block 15, HKDC1 inh -10, PfG6PD inh 6, SENP7 inh -4, SENP6 inh -14 and ATG4B inh 0.
Screening Cn1c2ccc(Cl)cc2c2nc3ccccc3nc21 returned NR3A LBD binder 1, MPTP block -0.2, SENP8 block -317, HKDC1 inh -3, PfG6PD inh 19, SENP7 inh -7, SENP6 inh 17 and ATG4B inh -10.
O=C1NCCCC1C(=O)Nc1ccccc1C(F)(F)F (stereo unspecified) was read as NR3A LBD binder -1, MPTP block -1.9, SENP8 block -5, HKDC1 inh -3, PfG6PD inh -1, SENP7 inh 9, SENP6 inh -8 and ATG4B inh 5.
`O=C(CN1CCSCC1)N/N=C/c1ccc(F)cc1` gave NR3A LBD binder -1, MPTP block -0.6, SENP8 block 9, HKDC1 inh -10, PfG6PD inh 4, SENP7 inh 5, SENP6 inh 7 and ATG4B inh 2.

A run of entries of the results above, as a working copy:
For CCCCCc1nc2c(c3c1CCCC3)CCCC2 the results were NR3A LBD binder -5, HKDC1 inh -3, PfG6PD inh -2, SENP7 inh 3, SENP6 inh 7 and ATG4B inh 24.
Screening COCCNC(=O)c1ccccc1NC(=O)Nc1ccccc1 returned NR3A LBD binder -2, MPTP block -1.5, SENP8 block -117, HKDC1 inh 13, PfG6PD inh -7, SENP7 inh 34, SENP6 inh 43 and ATG4B inh 2.
`CCOC(=O)Cn1cc([N+](=O)[O-])c(OC)n1` gave NR3A LBD binder 0, MPTP block -1.3, SENP8 block 15, HKDC1 inh -10, PfG6PD inh 6, SENP7 inh -4, SENP6 inh -14 and ATG4B inh 0.
Screening Cn1c2ccc(Cl)cc2c2nc3ccccc3nc21 returned NR3A LBD binder 1, MPTP block -0.2, SENP8 block -317, HKDC1 inh -3, PfG6PD inh 19, SENP7 inh -7, SENP6 inh 17 and ATG4B inh -10.
O=C1NCCCC1C(=O)Nc1ccccc1C(F)(F)F (stereo unspecified) was read as NR3A LBD binder -1, MPTP block -1.9, SENP8 block -5, HKDC1 inh -3, PfG6PD inh -1, SENP7 inh 9, SENP6 inh -8 and ATG4B inh 5.

The listing continues:
`CC(O)CNc1nc(Cl)c(C#N)s1` (stereo unspecified) gave NR3A LBD binder -2, MPTP block -1.2, SENP8 block 15, HKDC1 inh 3, PfG6PD inh -8, SENP7 inh 4, SENP6 inh 10 and ATG4B inh -4.
`CCC(=O)OC1(C)C(=O)C=C2C=C(c3ccc(C#N)cc3)OC=C2C1=O` (stereo unspecified) gave NR3A LBD binder -13, MPTP block 4.7, SENP8 block -90, HKDC1 inh 12, PfG6PD inh 6, SENP7 inh 12, SENP6 inh 6 and ATG4B inh 29.
Screening Cc1[nH]n(-c2ccc(C(=O)O)cc2)c(=O)c1CCO returned NR3A LBD binder 2, MPTP block -0.4, SENP8 block 27, HKDC1 inh -2, PfG6PD inh 17 and ATG4B inh 2.
C=CCOC(=O)C1=C(C)N=c2s/c(=C3\C(=O)N(CC(=O)O)c4ccccc43)c(=O)n2C1c1ccc(OC)cc1 (stereo unspecified) was read as NR3A LBD binder 1, MPTP block 12, SENP8 block 31, HKDC1 inh 2, PfG6PD inh 60*, SENP7 inh -6, SENP6 inh -20 and ATG4B inh -3.
`O=C(NCc1ccncc1)C1CCN(S(=O)(=O)c2ccc(F)cc2)CC1` gave NR3A LBD binder -1, MPTP block -0.8, SENP8 block 12, HKDC1 inh 2, PfG6PD inh 9, SENP7 inh -6, SENP6 inh -3 and ATG4B inh -1.
For CN(C(=O)CSc1nc2c(c(=O)[nH]1)CCC2)c1ccccc1 the results were NR3A LBD binder 4, MPTP block 0.6, SENP8 block 0, HKDC1 inh -15, PfG6PD inh 13, SENP7 inh 3, SENP6 inh -7 and ATG4B inh 3.
Screening CCOC(=O)C(CSCC(=O)c1ccc(Cl)cc1)NC(=O)OC(C)(C)C (stereo unspecified) returned NR3A LBD binder 1, MPTP block -0.4, SENP8 block 12, HKDC1 inh -5, PfG6PD inh 13, SENP7 inh 13, SENP6 inh -14 and ATG4B inh 2.
C=CCn1c(C(C)NC(=O)c2ccc(C)cc2)n[nH]c1=S (stereo unspecified) was read as NR3A LBD binder 1, MPTP block 0.5, SENP8 block 9, HKDC1 inh 1, PfG6PD inh 9, SENP7 inh 1, SENP6 inh -37 and ATG4B inh 4.
For O=C(c1ccc(Cl)s1)N1CCCC(N2CCN(c3ccc(F)cc3)CC2)C1 (stereo unspecified) the results were NR3A LBD binder -1, MPTP block 0.1, SENP8 block 13, HKDC1 inh -8, PfG6PD inh -21, SENP7 inh 3, SENP6 inh -7 and ATG4B inh 0.
Screening COc1ccc(OCc2nnc3n2N=C(c2ccccc2)C(CC(=O)O)S3)cc1 (stereo unspecified) returned NR3A LBD binder 2, MPTP block -1.7, SENP8 block 25, HKDC1 inh -38, PfG6PD inh 88*, SENP7 inh 5, SENP6 inh -13 and ATG4B inh -5.
Screening CCOC(=O)C1=C(C)NC(C)=C(C(=O)OCC)C1/C=C/c1ccccc1OC returned NR3A LBD binder -19, MPTP block 3.0, SENP8 block -364, HKDC1 inh 6, PfG6PD inh 1, SENP7 inh 6, SENP6 inh 10 and ATG4B inh -9.
`O=c1c(C(c2ccc(O)cc2)c2c(O)nc3n(c2=O)CCS3)c(O)nc2n1CCS2` gave NR3A LBD binder -3, MPTP block 1.3, SENP8 block -10, HKDC1 inh -2, PfG6PD inh 8, SENP7 inh 0, SENP6 inh -4 and ATG4B inh -1.
`Cc1cccnc1NC(=S)Nc1ncccc1C` gave NR3A LBD binder -1, MPTP block 0.1, SENP8 block 19, HKDC1 inh -1, PfG6PD inh -20, SENP7 inh -4, SENP6 inh 26 and ATG4B inh 5.
`COc1ccc(CNC(=O)CN2CCN(S(=O)(=O)c3cccs3)CC2)cc1OC` gave NR3A LBD binder 0, MPTP block 2.3, SENP8 block 18, HKDC1 inh -3, PfG6PD inh 1, SENP7 inh 5, SENP6 inh -27 and ATG4B inh -12.
`COc1ccc(NC(=O)CCN2C(=O)c3ccccc3C2=O)cc1` gave NR3A LBD binder 0, MPTP block 0.1, SENP8 block 10, HKDC1 inh -3, PfG6PD inh 10, SENP7 inh 1, SENP6 inh -13 and ATG4B inh -5.
C/C(=N\NC(=O)C1(C)CC1(Br)Br)c1cccc(NC(=O)C2CCC2)c1 (stereo unspecified) was read as NR3A LBD binder -3, MPTP block -0.7, SENP8 block 8, HKDC1 inh -12, PfG6PD inh 0, SENP7 inh 5, SENP6 inh 11 and ATG4B inh 1.
Screening O=C(CN1C(=O)COc2ccccc21)NC1CCCC1 returned NR3A LBD binder -2, MPTP block 0.5, SENP8 block 16, HKDC1 inh 2, PfG6PD inh -19, SENP7 inh -5, SENP6 inh 5 and ATG4B inh 7.
`COc1cccc(C(C(=O)NC2CCCC2)N(Cc2ccccc2OC)C(=O)c2ccco2)c1` (stereo unspecified) gave NR3A LBD binder 1, MPTP block -3.4, SENP8 block 16, HKDC1 inh -6, PfG6PD inh -10, SENP7 inh 1, SENP6 inh 11 and ATG4B inh -4.
`Cc1nn(-c2ccccc2)c(Cl)c1/C=C1\SC(=S)N(CCCCCC(=O)O)C1=O` gave NR3A LBD binder 2, MPTP block 5.6, SENP8 block 54*, HKDC1 inh 13, PfG6PD inh -15, SENP7 inh 6, SENP6 inh -12 and ATG4B inh 5.
For COc1ccc(CC(=S)N2CCOCC2)cc1 the results were NR3A LBD binder 2, MPTP block 0.1, SENP8 block 12, HKDC1 inh -12, PfG6PD inh 66*, SENP7 inh 4, SENP6 inh 4 and ATG4B inh 0.
For CC1CN(C(=O)c2cc3c(s2)CCC3)CC(C)O1 (stereo unspecified) the results were NR3A LBD binder -1, MPTP block -1.4, SENP8 block 6, HKDC1 inh -15, PfG6PD inh 20, SENP7 inh 3, SENP6 inh -11 and ATG4B inh 2.
`Cc1nc(NC(=O)CSc2nnc(C3CC3)n2C)sc1C(=O)N(C)C` gave NR3A LBD binder 1, MPTP block -0.9, SENP8 block -2, HKDC1 inh -3, PfG6PD inh 9, SENP7 inh 0, SENP6 inh -5 and ATG4B inh -3.
NC(=S)N=Nc1c(O)[nH]c2ccc(F)cc12 was read as NR3A LBD binder 0, MPTP block 2.2, SENP8 block 34, HKDC1 inh 9, PfG6PD inh -10, SENP7 inh -5, SENP6 inh -12 and ATG4B inh 7.
`COc1ccc(CCNC(=O)C2(C)CCC(=O)N2Cc2ccc(F)cc2Cl)cc1OC` (stereo unspecified) gave NR3A LBD binder -2, MPTP block -1.4, SENP8 block 9, HKDC1 inh -5, PfG6PD inh 1, SENP7 inh -8, SENP6 inh -3 and ATG4B inh -5.
CCOC(=O)C1CCCN(c2c(NCc3ccco3)c(=O)c2=O)C1 (stereo unspecified) was read as NR3A LBD binder 0, MPTP block -1.5, SENP8 block 8, HKDC1 inh -1, PfG6PD inh -5, SENP7 inh 1, SENP6 inh -1 and ATG4B inh 0.
`O=C(Nc1ccc(S(=O)(=O)N2CCCC2)cc1)c1ccc(Cl)nc1` gave NR3A LBD binder -2, MPTP block -2.2, SENP8 block -11, HKDC1 inh -4, PfG6PD inh 3, SENP7 inh 0, SENP6 inh -3 and ATG4B inh -9.
`CC(OC(=O)Cc1c(F)cccc1Cl)C(=O)NCCC1=CCCCC1` (stereo unspecified) gave NR3A LBD binder -1, MPTP block 1.2, SENP8 block 11, HKDC1 inh -4, PfG6PD inh 6, SENP7 inh -1, SENP6 inh -8 and ATG4B inh 3.
COc1ccc(NC(=O)CN(C)C(=O)CNC(=O)c2sc3ccccc3c2Cl)cc1 was read as NR3A LBD binder -7, MPTP block -0.6, SENP8 block 14, HKDC1 inh -4, PfG6PD inh -1, SENP7 inh 24, SENP6 inh 36 and ATG4B inh -18.
